# procasp7 counter – counter-screen: procaspase-7 (human) activation; P55210; recombinant procaspase-7, Ac-DEVD-pNA absorbance 405 nm; D23A/D198A/D206A triple mutant, cannot self-cleave; scale: DMSO 0, 5 µM enzyme 100; activation, % at 8.5 µM; 0.093% of 330,000 active;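 active = percent activation above the screen-wide mean plus 3 SD, cut at about 25% in these data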
#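 Assay system: Uncleavable procaspase-7 mutant enzyme; Input: 2 µM procaspase-7 mutant as dispensed; Also added: DEVD-pNA substrate; Medium: Zinc-free HEPES pH 7.4 with 300 mM NaCl, 0.01% Triton X-100; Timing: 1 h compound preincubation, 2 h substrate cleavage, 25 °C; Measured by: Epi-absorbance of released pNA at 405 nm, two timepoints.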
# TPT1 inh – C. albicans TPT1 enzyme inhibition; recombinant caTPT1, FP RNA substrate dephosphorylation; inhibition, % at 5 µM; 0.81% of 300,000 active;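 active = inhibition above the mean of all tested compounds plus 3 SD, set per screening campaign, cut at about 24% in these data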;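 note: plate controls were DMSO alone for no effect and ferristatin control at 100 nM for full effect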
# PP5 inh – inhibitors of human protein phosphatase 5 (PP5); P53041; 0.18% of 320,000 active; purified PP5c, OMFP substrate fluorescence; inhibition, % at 6.7 µM;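 active = inhibition above the campaign's mean inhibition across all tested compounds plus 3 SD, cut at about 9.5% in these data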;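 note: 0% = DMSO only and 100% = 100 µM cantharidin control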
# Target sequence (P53041 whole entry, looked up): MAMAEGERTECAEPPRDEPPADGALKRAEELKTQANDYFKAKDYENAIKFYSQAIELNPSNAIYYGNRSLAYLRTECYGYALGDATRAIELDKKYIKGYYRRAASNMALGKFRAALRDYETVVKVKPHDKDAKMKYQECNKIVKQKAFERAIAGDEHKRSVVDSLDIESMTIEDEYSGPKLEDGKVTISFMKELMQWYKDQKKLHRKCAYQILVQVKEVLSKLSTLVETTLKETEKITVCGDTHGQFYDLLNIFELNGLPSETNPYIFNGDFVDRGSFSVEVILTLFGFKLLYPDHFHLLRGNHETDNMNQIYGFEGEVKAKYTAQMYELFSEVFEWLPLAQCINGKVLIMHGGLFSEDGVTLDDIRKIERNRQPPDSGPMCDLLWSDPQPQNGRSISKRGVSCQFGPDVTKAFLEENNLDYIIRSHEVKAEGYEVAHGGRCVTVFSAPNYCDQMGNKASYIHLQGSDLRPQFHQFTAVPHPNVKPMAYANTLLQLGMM
# PP1 counter – PP1-alpha (human) inhibition in PP5 counter-screen | P62136 | 0.9% of 320,000 active | inhibition, % at 6.7 µM | purified PP1alpha, OMFP fluorescence;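 active = inhibition above the mean inhibition of all tested compounds plus 3 SD, computed separately for each screening campaign, cut at about 15% in these data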
# Target sequence (P62136 whole entry, looked up): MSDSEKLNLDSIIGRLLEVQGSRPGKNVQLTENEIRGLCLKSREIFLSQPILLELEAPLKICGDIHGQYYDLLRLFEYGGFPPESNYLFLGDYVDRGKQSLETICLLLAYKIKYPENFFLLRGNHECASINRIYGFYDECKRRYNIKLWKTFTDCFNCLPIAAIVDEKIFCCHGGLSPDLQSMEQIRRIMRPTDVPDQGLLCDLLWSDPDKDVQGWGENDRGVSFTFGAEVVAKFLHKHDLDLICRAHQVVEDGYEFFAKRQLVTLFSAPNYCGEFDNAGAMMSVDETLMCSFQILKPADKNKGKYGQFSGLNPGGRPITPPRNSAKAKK
# AHR activator – activators of human aryl hydrocarbon receptor; P35869; AHR-responsive luciferase reporter cells, luminescence; activation, % at 5 µM; 2.5% of 320,000 active; AID 2796; in the data active = activation above about 47%;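 note: 0% = vehicle wells and 100% = reference agonist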
# procasp3 activ – activators of human procaspase-3; P42574; recombinant procaspase-3 D3A, Ac-DEVD-pNA absorbance 405 nm; activation, % at 8.5 µM; 0.11% of 330,000 active; AID 463141;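 active = activation above the mean of all tested compounds plus 3 SD, cut at about 21% in these data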;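 note: 0% = DMSO alone and 100% = DMSO wells spiked with extra 5 µM PC-3 D3A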
#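 Evaluation: percent activation relative to control range; Material: Procaspase-3 D3A mutant, all three cleavage aspartates alanine; Compound: single dose, 8.5 µM nominal compound, 0.8% DMSO; Replication: one well per compound; Signal: absorbance at 405 nm, 0 and 120 min; Schedule: 1 h preincubation plus 2 h reaction at 25 °C.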
# HCV core dimer – HCV core protein dimerization inhibition. 0.33% of 300,000 active. TR-FRET GST/Flag-core106 dimerization, 1536-well. inhibition, % at 5 µM;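 active = inhibition above the mean of all tested compounds plus 3 SD, set per screening campaign, cut at about 45% in these data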
#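 Assay system: GST-tagged and Flag-tagged HCV core protein residues 1-106 / Times: compound-protein-antibody incubation 4 h at 22.5 °C / Signal: time-resolved FRET, ex 340 nm, em 617 and 671 nm / Evaluation: % inhibition based on acceptor/donor emission ratio / Benchmarks: wells lacking GST-core106 and wells with excess unlabelled core106 / Repeats: singlicate, one well per compound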
# PAFAH2 FP inh – PAFAH2 (human) inhibition. 0.99% of 340,000 active. recombinant PAFAH2, FP-rhodamine activity probe, fluorescence polarization. inhibition, % at 3.39 µM;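 active = inhibition above the mean over all tested compounds plus 3 SD, cut at about 30% in these data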;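 note: inhibitors block probe labeling of enzyme so polarization drops; 0% = enzyme with DMSO and 100% = wells lacking PAFAH2 protein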
# Fh CTSL1 inh – cathepsin L1 inhibition, PFM18AAP counter-screen; recombinant F. hepatica cathepsin L1, Z-Leu-Arg-MCA fluorescence; inhibition, % at 5.96 µM; 0.49% of 300,000 active; AID 1906;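 active = inhibition above the mean of all tested compounds plus 3 SD, set per screening campaign, cut at about 17% in these data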;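 note: 0% = plate median of test compound wells and 100% = 1 µM Z-Phe-Ala-diazomethylketone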
# * hit, by the source's call; . = no result given. Compounds were not picked by outcome; 5.6% or so of the library scored in one or more.
SMILES,procasp7 counter,TPT1 inh,PP5 inh,PP1 counter,AHR activator,procasp3 activ,HCV core dimer,PAFAH2 FP inh,Fh CTSL1 inh
CCCN(Cc1cc2cc(C)ccc2[nH]c1=O)C(=O)c1cccc([N+](=O)[O-])c1,9,1,3.5,1,11,5,0,-2,19*
CN1CCS/C1=C/C=C1\SC(=S)N(CC(=O)O)C1=O,-22,169*,3.2,8,-2,-27,-15,-8,8
CC(=O)c1ccc(NC(=S)NC(C)c2ccc(Cl)cc2Cl)cc1 (configuration not stated),5,-4,5.6,1,-5,-3,10,-29,3
COc1cccc(OC)c1C(=O)OCC(=O)NCCCc1ccccc1,4,-1,0.5,-2,3,4,10,2,-3
Cc1cccn2c(=O)c(/C=C(\C#N)C(=O)NCc3ccco3)c(N3CCC(C(N)=O)CC3)nc12,3,1,-0.2,1,21,-1,5,3,2
Cc1ccc(S(=O)(=O)Nc2cccnc2Oc2ccc(Cl)cc2)cc1,13,3,-3.9,-4,1,15,-1,8,1
CCOc1ccc(NC(=NCc2ccc3c(c2)OCO3)SC2CC(=O)N(c3ccc(OCC)cc3)C2=O)cc1 (configuration not stated),8,0,-1.1,-2,0,5,3,8,4
CCOc1ccccc1C(=O)OCC(=O)Nc1nnc(-c2ccccc2)o1,9,0,0.5,5,25,-1,8,3,-3
COc1cc(OC)cc(C(=O)NCCNC(=O)c2ccccc2)c1,1,0,-2.6,-4,16,2,-17,4,2
O=C(CSc1ccc(F)cc1)Nc1ccccc1N1CCOCC1,3,2,0.1,1,0,2,-6,1,5
Cc1ccc2c(c1)NC(=O)c1cccnc1N2,-6,-5,-1.1,-1,3,-1,-22,-2,1
COc1ccc(CCNC(=O)C(=O)NCCC2CCCCN2S(=O)(=O)c2cccs2)cc1 (configuration not stated),2,-1,-0.6,-2,-2,13,9,-2,0
CCCc1nnc(NC(=O)CCC(=O)NCc2ccccc2OC)s1,10,1,3.8,-2,2,7,5,-13,-2
Cn1c(N)c(Br)c(-c2ccc(F)cc2)c(C#N)c1=O,8,1,-0.4,-1,1,3,-3,-7,0
CCOC(=O)CSc1nnc(-c2cccs2)n1-c1ccccc1,4,-1,0.9,0,7,2,-4,4,-1
O=C(COC(=O)c1cc(=O)[nH]c(=O)[nH]1)Nc1cccc(S(=O)(=O)N2CCCCC2)c1,1,-3,-1.1,-1,0,-7,-25,11,-1
COc1cc(S(=O)(=O)N(Cc2ccccn2)Cc2ccccc2Cl)ccc1-n1cnnn1,0,-3,1.2,1,0,2,-1,1,3
CCC(=O)Nc1sc2c(c1C#N)CC(C)(C)NC2(C)C,6,-5,-0.1,-3,0,5,-8,0,1
CCc1ccc(N2C(=O)C3C4C=CC(CC4)C3C2=O)cc1 (configuration not stated),5,-2,0.4,-2,-5,6,-3,6,3
COc1ccccc1OC(=O)C1CC(=O)N(c2ccc(Cl)cc2)C1 (configuration not stated),-14,-2,3.9,1,2,3,3,-1,-23
COC(=O)c1sccc1S(=O)(=O)N1CCCC(N(C)CCc2ccccn2)C1 (configuration not stated),-9,-2,3.4,-8,5,2,6,-4,-6
COc1ccc2c(c1)C(NC(C)=O)C(=O)N2C (configuration not stated),6,-2,-0.7,1,0,5,0,2,-1
COc1ccc(-c2nc(-c3ccccc3)c(-c3cc([N+](=O)[O-])ccc3C)[nH]2)cc1O,10,2,4.3,5,21,2,4,5,1
O=C(c1ccccc1)c1ccc(CN2C(=O)c3ccccc3C2=O)o1,-1,0,-1.9,-5,0,-2,14,2,1
Cc1ccc(C(c2nnnn2Cc2cccs2)N2CCN(Cc3ccc4c(c3)OCO4)CC2)cc1 (configuration not stated),-10,1,2.9,0,0,1,-2,1,2
O=C(O)C1CCCN(S(=O)(=O)c2ccc3c(c2)OCCO3)C1 (configuration not stated),9,-5,-0.1,-2,-2,2,0,5,-3
CC1=CC2(O)OCCN(CCO)C2=CC1=O (configuration not stated),-3,0,0.1,-1,0,-7,-8,12,-5
C=CCn1c(O)c(N=O)c2ccccc21,1,-4,0.3,-3,19,-2,-6,-9,0
O=C(CSc1nc(-c2ccccc2Cl)ns1)c1ccc(Cl)cc1,2,2,-0.9,0,1,-1,-1,-13,4
CC(C)n1cc(CN2CCC(C(=O)Nc3cccc(-c4cscn4)c3)CC2)cn1,-5,-1,-0.2,-2,10,2,-1,0,1
O=C(NCc1cccc(C(F)(F)F)c1)c1ccc[nH]1,-9,0,0.9,-4,0,5,1,1,4
C=CCn1c(SC(C)C(=O)NC2(C#N)CCCCC2)nnc1-c1ccc(OC)cc1 (configuration not stated),6,2,1.4,-2,0,2,1,-5,-1
CCCOc1ccccc1OCC(=O)Nc1ccc(S(=O)(=O)N2CCCC2)cc1,4,-1,1.3,1,1,4,-3,-4,2
Cc1nn(C)cc1S(=O)(=O)Nc1cccc(Cl)c1,-1,2,0.1,1,1,3,-6,3,1
O=C(c1ccc2c(c1)OCO2)N1CCN(S(=O)(=O)c2ccc(Br)cc2Cl)CC1,7,.,1.6,-1,0,10,.,10,.
Cn1cnnc1SCc1ccc(C(=O)N=Nc2c(O)n(C)c3ccccc23)cc1,-10,0,1.4,-4,6,-3,0,3,1
COC(=O)Cc1ccc(NC(=O)c2ccc(C(C)(C)C)cc2)cc1,-1,-1,0.0,-4,-26,0,12,3,1
CCCCNC(=S)Nc1ccc(F)cc1,6,-1,-1.4,-1,0,-3,-1,4,5
O=C(c1cccc(C(F)(F)F)c1)C1CCCN(Cc2ccc(OCCO)cc2)C1 (configuration not stated),-5,-2,2.1,-3,-3,6,-1,2,-26
CCN(CC)C(=O)Cn1c(=O)n(-c2ccccc2)c(=O)c2sccc21,7,-3,-1.9,-5,-2,-8,-1,-5,-4
COc1cccc(CC(=O)n2nc(N)c3cc4ccc(OC)cc4nc32)c1,5,-4,1.7,1,42,9,-7,-6,4
CCOc1ccc2c(c1)[nH]c(=S)n2C,-10,1,1.1,-8,4,-13,-5,0,1
CCn1nnc2c(=O)oc3ccccc3c21,2,-1,-0.5,1,0,3,0,-2,-2
CC(=O)c1ccc(OCC(=O)c2ccc(-c3ccccc3)cc2)cc1,-7,-1,0.9,11,1,10,-9,2,-2
O=C(C[C@H]1C/C=C\CC[C@H](Cc2ccc(F)cc2)C(=O)OCCNC1=O)NCCO,9,.,.,.,-1,5,.,1,.
O=c1[nH]cnc2sc3c(c12)CCN(Cc1ccccc1)C3,-9,3,-8.3,0,2,-10,-9,0,-1
COCCOc1cc(NCc2ccccc2)c2ncn(C(C)C)c2c1,-5,.,.,.,5,0,.,0,.
CN1C(C)(C)CCCC1(C)C,-6,2,2.4,-1,-2,6,-6,4,3
CC1SC(c2ccccc2)N(CC(O)c2ccc([N+](=O)[O-])cc2)C1=O (configuration not stated),8,-1,0.1,-1,8,7,5,2,3
O=C(CN1C(=O)NC2(CCCCCCC2)C1=O)Nc1ccc(Br)cc1Br,8,.,2.5,2,-1,9,.,-7,.
Cc1cc(C(=O)O)ccc1N=Cc1c(O)ccc2ccccc12,2,2,-0.3,-6,21,-2,14,-3,-4
CCn1cc(/C=N\NC(=O)COc2cccc(C)c2C)c(C)n1,10,-1,0.1,0,6,-6,0,5,-2
CCOc1cc(CNC)ccc1OCC(=O)NC(C)(C)C,15,-3,1.0,2,-4,11,-2,13,-4
O=C(NNc1ccc([N+](=O)[O-])cc1)C12CC3CC(CC(C3)C1)C2,8,0,2.8,-2,-2,-8,0,6,2
Cc1nn(Cc2ccccc2)c(N)c1C#N,-1,-2,1.2,3,1,-2,1,-3,-2
Cc1cc(C(=O)CN2C(=O)C(=O)N(C3CCCC3)C2=O)c(C)n1-c1ccc(F)cc1,6,7,0.7,3,0,4,9,-2,3
O=C(NC(=S)NCc1ccc(Cl)cc1Cl)c1ccco1,-3,.,.,.,-2,7,.,4,.
CC(C(=O)N1c2ccccc2CCc2ccccc21)n1nnc(-c2ccc(N(C)C)cc2)n1 (configuration not stated),-1,-6,0.9,8,9,3,32,-2,3
Cc1cc(C(=O)CSc2nnnn2C)c(C)n1CCc1ccc(Cl)cc1,6,4,-0.4,-1,6,-2,-1,-5,3
C=CCNC(=O)/C(=C/c1ccc(Br)cc1)NC(=O)c1ccccc1OC,1,0,-2.5,-4,5,2,-2,5,-3

# Complete entries as entered above. Values in the order: procasp7 counter, TPT1 inh, PP5 inh, PP1 counter, AHR activator, procasp3 activ, HCV core dimer, PAFAH2 FP inh, Fh CTSL1 inh
# Listed for COCCOc1cc(NCc2ccccc2)c2ncn(C(C)C)c2c1 = -5, ., ., ., 5, 0, ., 0, .
# Listed for Cc1cc(C(=O)CSc2nnnn2C)c(C)n1CCc1ccc(Cl)cc1 = 6, 4, -0.4, -1, 6, -2, -1, -5, 3
# Listed for O=C(NNc1ccc([N+](=O)[O-])cc1)C12CC3CC(CC(C3)C1)C2 = 8, 0, 2.8, -2, -2, -8, 0, 6, 2
# Listed for C=CCNC(=O)/C(=C/c1ccc(Br)cc1)NC(=O)c1ccccc1OC = 1, 0, -2.5, -4, 5, 2, -2, 5, -3
# Listed for O=C(NC(=S)NCc1ccc(Cl)cc1Cl)c1ccco1 = -3, ., ., ., -2, 7, ., 4, .

# Continued:
SMILES,procasp7 counter,TPT1 inh,PP5 inh,PP1 counter,AHR activator,procasp3 activ,HCV core dimer,PAFAH2 FP inh,Fh CTSL1 inh
COc1cc(NC(=O)COC(=O)CNC(=O)c2cc(C)cc(C)c2)c(C)cc1[N+](=O)[O-],8,-2,2.1,-8,25,-1,-4,-3,-1
COc1cccc(CSc2nc3ccncc3[nH]2)c1,4,1,1.6,-2,28,0,-6,-2,-2
O=C(NC1CCSc2ccccc21)c1cccc(S(=O)(=O)N2CCOCC2)c1 (configuration not stated),4,2,-0.9,-6,4,7,-1,2,1
O=S(=O)(Nc1ccccc1)c1ccc(S(=O)(=O)N2CCCC2)cc1,-1,.,1.3,-4,4,7,.,-1,.
Cc1ccc(S(=O)(=O)NNC(=O)Nc2cccc(C)c2C)c(C)c1,2,-4,1.4,1,-3,-1,-3,2,0
CSc1ccc(NC(=O)NCCCN2CCN(c3ccccc3F)CC2)cc1,6,-3,-0.9,-1,3,6,-4,3,-3
COc1ccc(NC(=O)CN(C)C(=O)c2ccc3c(c2)OCCO3)cc1,1,-2,0.2,-2,-1,4,-2,4,2
COc1ccc(-c2[nH]ncc2CN2CCCO2)cc1F,0,0,1.2,-3,5,1,-9,1,2
S=C(Nc1ccc(Cl)cc1)NC1CC2CCCC(C1)N2C1CC1 (configuration not stated),0,-1,0.1,-1,5,6,-8,-3,-1
COc1ccc(C2/C(=C(/O)c3ccc(F)cc3)C(=O)C(=O)N2c2ccccn2)cc1OC (configuration not stated),-4,-3,-1.4,3,0,12,2,2,4
